Source: PubChem (National Center for Advancing Translational Sciences (NCATS))
VP16 counter – inhibits Gal4-VP16 luciferase reporter, ROR gamma counter-screen | AID 2546 | 3.5% of 310,000 active | Potency, µM (titrated, usually from 53.6 µM), without a hit: at the highest dose activity, negative = inhibition, actives largely listed as inhibitors | Drosophila S2 Gal4-VP16 UAS-luciferase, luminescence, 20 h;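 note: Gal4-VP16 expression switched on by copper sulfate through the metallothionein promoter; % is set by controls: 0 for no effect and ±100 for the full control effect; nearly all actives have a fitted effect of over 50% in size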
ELG1 genotoxic – inducers of genotoxicity in HEK293T ELG1-luciferase cells. HEK293T ELG1-luciferase reporter, luminescence, 16 h. Potency, µM (series often up to 46 µM), for inactives: at the top dose activity change, positive = activation, actives largely listed as activators. 1.3% of 330,000 active. AID 504466; note: % of control where 0% means no effect; nearly all actives have a fitted effect of over 60% in size
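ELG1-luciferase HEK293T cells, 2,000/well; compound pinned in; 16 hr, 37 °C, 5% CO2; ONE-Glo, 30 min RT; luminescence on CCD imager.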
MBNL1 CUG block – blocks human MBNL1 binding to CUG repeat RNA; Q9NR56; TR-FRET MBNL1-His/biotin-(CUG)12 binding, 665/545 ratio; Potency, µM (titrated, usually from 57.5 µM), without a hit: at the top dose activity change, negative = inhibition, usual class: inhibitors; 0.036% of 280,000 active; active = well fitted inhibition curve with a large enough effect in the signal ratio, with a control signal flat, not every such curve was filed as active; inconclusive = small, poorly fitted or top-dose-only effect, or effect the other way, or a change in a side signal; inactive = no such curve, though single readings can be large or run the other way; the % refers to the signal ratio; note: % is set by controls: 0 for no effect and ±100 for the full control effect
Target sequence (Q9NR56 whole entry, looked up): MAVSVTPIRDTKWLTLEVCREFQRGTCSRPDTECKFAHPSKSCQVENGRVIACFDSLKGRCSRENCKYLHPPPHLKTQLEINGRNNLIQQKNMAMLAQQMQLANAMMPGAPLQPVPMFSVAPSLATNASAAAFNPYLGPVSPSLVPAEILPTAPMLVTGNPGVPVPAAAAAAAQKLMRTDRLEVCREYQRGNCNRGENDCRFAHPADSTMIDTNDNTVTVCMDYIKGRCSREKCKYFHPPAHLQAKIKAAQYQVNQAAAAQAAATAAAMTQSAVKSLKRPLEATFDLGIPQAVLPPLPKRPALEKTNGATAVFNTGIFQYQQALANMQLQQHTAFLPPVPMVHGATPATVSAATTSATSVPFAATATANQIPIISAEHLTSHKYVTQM
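TR-FRET readout: Ex 340 nm, 665/545 nm emission ratio, normalized to buffer-only (basal) and MBNL1-(CUG)12 controls. Complex of MBNL1-His with Biotin-(CUG)12, compounds 92 nM–58 uM, incubated 60 min at room temperature.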
BRCA1 expr up – BRCA1 expression activation; MCF7-BRCA1-FFLuc reporter, luminescence, 48 h; response scale: scaled: vehicle 0%, 10 µM genistein 100%; Potency, µM (series often up to 46.1 µM), for inactives: at the highest dose activation, usual class: activators; 1.1% of 380,000 active; AID 624202; note: nearly all actives have a fitted effect of over 80% in size; some results filed as inactive show a strong effect at the top dose
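MCF7-BRCA1-FFLuc cells, 2000/well in phenol-red-free MEM, attached 2 h then treated 48 h at 37 C. Luciferase luminescence read 15 min after reagent; normalized to genistein maximum activation (10microM) and DMSO, concentration-response fitted.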
p53 reactivation – restores transcriptional activity of mutant p53 | AID 504706 | Potency, µM (titrated, usually from 92.2 µM), for the others: at the highest dose activity change, positive = activation, hits mostly activators | H1299 p53-A138V BP100-luciferase reporter, luminescence, 24 h | 0.063% of 320,000 active; note: % of control where 0% means no effect; nearly all actives have a fitted effect of over 45% in size
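H1299 (p53-null), stable ts p53-A138V + BP100-Luc; 1000 cells/well, Opti-MEM/10% FBS; cpd 4 pt, 1:5; 24 h, 37 deg C, 5% CO2; detection reagent 10 min RT; luminescence.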
NPC1 prom act – activates the NPC1 promoter; 2.4% of 320,000 active; Huh7 NPC1 promoter luciferase reporter, 24 h; AID 485313; Potency, µM (top dose mostly 9.22 µM), inactives show at the highest dose activation, most hits filed as activators;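 note: % of control where 0% means no effect; nearly all actives have a fitted effect of over 60% in size; reporter is driven by a mutant NPC1 promoter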
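NPC1 promoter–luciferase Huh7 cells; 24 h compound; luminescence.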
FLuc modulator – firefly luciferase modulation, counter-screen for miR-21 project | P08659 | purified FLuc, Km substrates, luminescence inhibition | Potency, µM (doses to about 57.5 µM), without a hit: top-dose activity change, negative = inhibition, actives largely listed as inhibitors | 6.9% of 360,000 active | AID 588342;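 note: plate controls were vehicle for no effect and reference inhibitor for full effect; nearly all actives have a fitted effect of over 55% in size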
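Purified P. pyralis luciferase, 10 nM final, with Km-level 10 uM D-luciferin and 10 uM ATP in 50 mM Tris acetate pH 7.5, 10 mM Mg acetate, 0.01% Tween-20, 0.05% BSA; 6-point qHTS titration about 60 µM downward; luminescence read.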
uPA surface inh – cell surface uPA generation inhibition; Potency, µM (highest dose often 38.3 µM), for the others: at the highest dose activity change, negative = inhibition, actives largely listed as inhibitors; 0.31% of 330,000 active; cell surface uPA generation assay, qHTS; active = well fitted inhibition curve with a large enough effect; inconclusive = small, poorly fitted or top-dose-only effect; inactive = no such curve, though single readings can be large or run the other way; tested in mouse RAW 264.7 cells; note: % is set by controls: 0 for no effect and ±100 for the full control effect; nearly all actives have a fitted effect of over 55% in size
RORg inh – blocks mouse ROR gamma transcriptional activity; P51450; Drosophila S2 Gal4-RORgamma UAS-luciferase reporter, 20 h; Potency, µM (series often up to 53.6 µM), for the others: at the highest dose activity change, negative = inhibition, hits mostly inhibitors; 5.4% of 310,000 active; AID 2551; note: % is set by controls: 0 for no effect and ±100 for the full control effect; nearly all actives have a fitted effect of over 60% in size
Target sequence (P51450 whole entry, looked up, the tested form may be a part): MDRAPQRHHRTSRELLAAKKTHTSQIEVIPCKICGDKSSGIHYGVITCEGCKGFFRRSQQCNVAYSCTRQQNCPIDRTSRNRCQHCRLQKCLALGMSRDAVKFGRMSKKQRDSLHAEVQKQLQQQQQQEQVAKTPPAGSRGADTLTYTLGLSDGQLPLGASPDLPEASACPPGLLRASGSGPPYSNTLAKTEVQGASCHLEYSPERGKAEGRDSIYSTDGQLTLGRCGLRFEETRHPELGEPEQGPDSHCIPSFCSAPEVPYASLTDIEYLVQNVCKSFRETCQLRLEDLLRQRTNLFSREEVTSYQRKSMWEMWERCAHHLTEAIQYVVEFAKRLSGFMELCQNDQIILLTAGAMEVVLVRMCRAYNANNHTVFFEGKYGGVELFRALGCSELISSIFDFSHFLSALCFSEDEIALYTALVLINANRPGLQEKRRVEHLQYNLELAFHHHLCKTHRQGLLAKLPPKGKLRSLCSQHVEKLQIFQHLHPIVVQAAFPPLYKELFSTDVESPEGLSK
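Stable Schneider cell line, Gal4 DNA-binding domain fused to ROR gamma, UAS-luciferase. Cmpd 1 hr RT → CuSO4 700 uM final → 20 hr RT → luciferase reagent 10 min → luminescence.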
Rab9 promoter act – Rab9 promoter activation; AID 485297; Potency, µM (titrated, usually from 9.22 µM), for inactives: top-dose activation, negative = inhibition, hits mostly activators; 2.8% of 320,000 active; Huh7 Rab9 promoter-luciferase reporter, luminescence, 24 h; note: % of control where 0% means no effect; nearly all actives have a fitted effect of over 60% in size
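Luciferase signal after 10 min detection reagent at ambient indicates Rab9 promoter upregulation; stably transfected Huh7 cells were treated 24 h with compound in DMSO at 37 °C, 5% CO2.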
An asterisk follows results filed as active; u = inconclusive; x = no result given; [ ] = dose if it differs, or a comment. Unless noted, calls come from the whole dose curve; as a rule, active = well fitted curve in the direction sought with a large enough effect; inconclusive = small, poorly fitted or top-dose-only effect, or another doubt; inactive = no such curve, though single readings can be large; an effect the other way counts as inactive or inconclusive. Potency is the fitted concentration of half-maximal effect.

Molecule,VP16 counter,ELG1 genotoxic,MBNL1 CUG block,BRCA1 expr up,p53 reactivation,NPC1 prom act,FLuc modulator,uPA surface inh,RORg inh,Rab9 promoter act
Cc1nc(SCC(=O)c2ccccc2)[nH]c(=O)c1Oc1ccc(Cl)cc1,19%,0%,x,-13%,6%,2%,u,6%,14%,-1%
CC(C)(C)c1ccc(C(=O)Cn2nc(C(=O)O)c3ccccc3c2=O)cc1,u,-8%,17%,2%,-1%,-8%,9.5µM*,11%,-38%,0%
O=C(COc1ccccc1[N+](=O)[O-])N/N=C/c1ccc[nH]1,-4%,2%,22%,-44%,-1%,2%,u,1%,13%,7%
c1ccc(CCNc2nc3ccccc3n3nnnc23)cc1,-3%,u,-7%,1%,6%,2%,-2%,0%,33%,10%
COc1cccc(CNC(=O)Cn2ncn3cccc3c2=O)c1OC,-8%,9%,-6%,54%,x,3%,0%,-13%,6%,4%
COc1cc(CCCN2CCNC[C@@H]2Cc2ccc(O)cc2)cc(OC)c1OC,x,4%,x,0%,1%,-4%,0%,-3%,x,0%
CCOC(=O)COc1c(OC)cc(Cl)cc1C1Nc2ccccc2C(=O)N1c1ccccc1 (stereo not drawn),5%,-3%,-3%,30%,-7%,-1%,4%,-7%,22%,-3%
COc1ccccc1-n1ccn(CC(=O)Nc2ccc(C)cc2Cl)c(=O)c1=O,x,6%,x,-17%,9%,-2%,-5%,0%,x,-3%
COc1cc(NC(=S)N2c3ccccc3CC2C)cc(OC)c1 (stereo not drawn),18µM*,-4%,5%,-53%,6%,-6%,1%,1%,8.9µM*,-1%
CC(Oc1ccccc1)c1nnc(N)s1 (stereo not drawn),-25%,-5%,-5%,16%,-2%,-7%,7%,3%,0%,0%
CCN(Cc1cc2ccccc2[nH]c1=O)C(=O)C(C)C,-1%,4%,0%,0%,0%,1%,1%,-3%,-4%,-8%
COc1ccc(-c2c[n+]3c(n2-c2ccccc2)CCCCC3)cc1,u,-7%,-4%,-45%,14%,-19%,2%,u,u,-19%
CCOC(=O)c1ccc(S(=O)(=O)n2c(CN3CCCCC3)nc3ccccc32)cc1,1%,-4%,4%,10%,2%,-6%,0%,4%,-30%,5%
CCOC(=O)c1ccc(NC(=S)N2CCSC2c2ccc(Br)cc2)cc1 (stereo not drawn),u,6%,x,-26%,15%,1%,-3%,2%,u,2%
O=[N+]([O-])c1cnccc1Nc1ccc(F)cc1,-5%,-2%,u,7%,-15%,0%,0%,-1%,-34%,u
COC(=O)c1ccc(Sc2ccccc2NS(=O)(=O)c2ccc(NC(C)=O)cc2)nc1,17%,-2%,-2%,-38%,-1%,1%,10%,-2%,22%,-7%
CN(C)CCOC(=O)NC12CC3CC(CC(C3)C1)C2,1%,1%,x,-9%,0%,-6%,1%,-7%,12%,-3%
CSCCC(NC(=O)c1ccc([N+](=O)[O-])cc1Cl)C(=O)OCC(=O)N(C)C (stereo not drawn),-2%,-5%,u,24%,-2%,-1%,-16%,-2%,-12%,0%
O=S(=O)(Nc1nc2ccccc2nc1N1CCN(CCO)CC1)c1cc(F)ccc1F,x,-1%,x,7%,-4%,-2%,0%,-4%,x,-1%
Fc1ccc(-c2nc3c(-c4ccccc4)cnn3cc2CCN2CCOCC2)cc1,-4%,-2%,12%,5%,-5%,-4%,-22%,-1%,0%,-1%
COc1ccc(CCNC(=O)Cn2c(=O)n(CC3CCCO3)c(=O)c3ccccc32)cc1OC (stereo not drawn),-11%,1%,-9%,-20%,-5%,-1%,-1%,18%,-31%,0%
Cc1ccc(SC[C@H](Cc2ccccc2)N2CCN(CCc3ccccc3)CCC2=O)cc1,-10%,-10%,8%,3%,5%,1%,-1%,3%,32%,-14%
Cc1ccc(SCc2nc(-c3ccccn3)no2)cc1,16%,u,3%,5µM*,u,u,4%[2.3 µM],6%,18%,u
COC(=O)CSc1nc(-c2ccc(C)cc2)c2c(c1C#N)CCCC2,0%,-6%,90%[activator],-15%,7%,-2%,8%,0%,2%,-2%
Nc1nonc1C(=O)N/N=C\c1cc2c(cc1Cl)OCO2,-9%,15%,7%,0%,-4%,-7%,u,1%,9%,-2%

Reprinted from the part before: two compounds, followed by the next part.
Molecule,VP16 counter,ELG1 genotoxic,MBNL1 CUG block,BRCA1 expr up,p53 reactivation,NPC1 prom act,FLuc modulator,uPA surface inh,RORg inh,Rab9 promoter act
COC(=O)CSc1nc(-c2ccc(C)cc2)c2c(c1C#N)CCCC2,0%,-6%,90%[activator],-15%,7%,-2%,8%,0%,2%,-2%
Nc1nonc1C(=O)N/N=C\c1cc2c(cc1Cl)OCO2,-9%,15%,7%,0%,-4%,-7%,u,1%,9%,-2%
Cn1c(SCC(=O)n2c3c(c4ccccc42)CCCC3)nnc1-c1ccccc1,-1%,-1%,-4%,1%[1.84 µM],0%,0%,1%,0%,15%,-4%
Cc1ccc(C)c(N2N=C(C(=O)Nc3ccccc3N3CCOCC3)CCC2=O)c1,x,-11%,x,-6%,-14%,-1%,4%,12%,x,-1%
COc1ccc(C(=O)Nc2ccc3c(c2)OCCO3)cc1[N+](=O)[O-],-1%,14%,14%,53%,1%,18%,11µM*,-4%,u,u
CC(=O)Nc1cccc(NC(=O)CSc2nc(=O)n(CCCN3CCOCC3)c3c2CCC3)c1,x,-2%,x,8%,2%,0%,-12%,-6%,x,-11%
COc1cccc(C2CC(=O)N3CN(c4ccccc4F)CSC3=C2C#N)c1 (stereo not drawn),14%,-1%,6%,29%,1%,-2%,u,2%,5%,6%
Cc1ccc(-n2ncc3c(SCc4cccnc4)ncnc32)c(C)c1,u,13%,5%,-28%,-2%,-24%,-20%,-2%,u,-34%[inhibitor]
O=C(NC1CCCCC1)c1ccc(COCC(F)(F)F)o1,-1%,-3%,-9%,-21%,6%,10%,-8%,3%,22%,-6%
O=C(O)c1ccccc1/C=N/NC(=S)NC1CCCCC1,-1%,1%,-7%,0%,2%,-2%,-11%,-21%,-40%,0%
CCN(CC)CC(=O)N1CCCC(C(=O)c2ccccc2OC)C1 (stereo not drawn),22%,3%,7%,25%,7%,-4%,-4%,5%,6%,-4%
O/N=C/c1cn(-c2ccc(Cl)cc2)nn1,-1%,u,x,u,9%,23%,u,-1%,u,u
Cc1ccc2oc(=O)c(/C=C(\O)c3ccco3)nc2c1,u,1%,x,-19%,u,3%,-20%,-9%,10µM*,15%
O=S(=O)(NC1CCCCC1N1CCN(c2ccc(F)cc2)CC1)c1ccc(Cl)cc1 (stereo not drawn),5%,-9%,4%,1%,5%,-3%,3%,0%,0%,0%
Cc1ccc(C(=O)OCC(=O)NCc2ccc(Cl)cc2Cl)o1,x,0%,x,-14%,-3%,3%,-9%,7%,x,-3%
CC(C)(C)OC(=O)N1CCC[C@H]1c1nnc(SCc2ccccc2F)o1,1%,2%,-2%,-21%,8%,14%,5%,-4%,23%,0%
CC(C)NC(=NCc1ccc(Cl)cc1Cl)Nc1ccccc1,-2%,-20%,-5%,-76%,6%,-4%,-1%,8%,-14%,0%
CCOc1ccccc1/C=N/NC(=O)c1nnn(-c2nonc2N)c1CN1CCCC1,-1%,6%,-1%,7%,7%,1%,0%,10%,-29%,3%
C=CCNC(=S)Nc1ccc(OC)c(S(=O)(=O)N2CCOCC2)c1,5%,-1%,-1%,0%,-4%,-8%,0%,5%,2%,0%
N#Cc1ccc(Cl)cc1NC(=O)CNc1cccc(S(=O)(=O)N2CCCC2)c1,x,0%,x,-37%,-2%,1%,1%,-4%,x,-1%
O=S(=O)(N[C@H](CO)Cc1ccccc1)c1ccc(Br)cc1F,x,x,x,-4%,2%,x,x,4%,x,x
Cc1cc(C=O)c(C)n1-c1cc(C(=O)O)cc(C(=O)O)c1,1%,5%,1%,11%,-1%,0%,-3%,-2%,3%,-15%
O=C(O)Cc1ccc(OCc2ccc(Cl)nc2)cc1,5%,-10%,-11%,21%,4%,9%,15µM*,-3%,-23%,1%
COc1ccccc1C(=O)NC(CCSC)C(=O)OCC(=O)N1CCCC1=O (stereo not drawn),x,-1%,x,-1%,0%,-1%,-1%,2%,x,0%
O=C(NC1CCCCCC1)c1cc(S(=O)(=O)N2CCOCC2)ccc1N1CCCCC1,-9%,-2%,2%,-53%,10%,-7%,0%,x,2%,4%
CCOc1ccc(CCNC(=O)Cc2ccc(S(=O)(=O)N3CCOCC3)s2)cc1OCC,x,-4%,x,-3%,-2%,-2%,3%,12%,x,-1%
COC(=O)N/N=C/c1ccc(-c2ccc(C)c(Cl)c2)o1,-7%,7%,u,39%,9%,-3%,u,19%,u,5%
Cc1ccccc1NC(=O)N1CCc2ccccc2C1,-1%,u,u,71%,5%,19%,u,-2%,-1%,27%
CC1=CC(C)(C)N2C(=O)C3(SCC(=O)N3c3ccc(O)cc3)c3cc(C)cc1c32 (stereo not drawn),-18%,-1%,6%,0%[1.84 µM],-22%,2%,4%,2%,-31%,-1%
CCOC(=O)C1=CNS(=O)(=O)NC1c1ccccc1 (stereo not drawn),x,4%,x,8%,11%,x,x,8%,x,x
